VLA-4 inh – inhibition in a human VLA-4 binding assay; inhibition, % (about 7 µM as worked out from the volumes in the protocol); VLA-4 expressing cells, ligand binding flow cytometry; actives 0.2% (n = 330,000); in the data active = inhibition above about 50%
Fam108B counter – blocks mouse Fam108B hydrolase in RBBP9 counter-screen. recombinant Fam108B, FP-Rh probe fluorescence polarization. inhibition, % at 9.51 µM. actives 0.33% (n = 300,000);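 active = inhibition above the screen mean inhibition plus 3 SD, computed separately per campaign, cut at about 18% in these data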;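 also: inhibitors lower polarization as less probe binds the enzyme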
GLD-1 RNA inh – GLD-1-TGE RNA interaction inhibition (C. elegans) | Q17339 | purified GLD-1 + fluorescein TGE RNA, fluorescence polarization | inhibition, % at 5.96 µM | actives 0.44% (n = 320,000);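 active = percent inhibition above a per-plate cutoff, the plate mean of test compounds plus 3 SD, cut at about 30% in these data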;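 also: 0% = DMSO wells with GLD-1 and probe and 100% = wells lacking GLD-1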
MCL1-BIM inh – inhibitors of human MCL1 binding to BIM-BH3 peptide. GST-MCL1 / FITC-Bim-BH3 fluorescence polarization. inhibition, % at 10.9 µM. Q07820. actives 0.68% (n = 320,000). AID 2057;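 active = inhibition above the mean inhibition of all tested compounds plus 3 SD, set per campaign, cut at about 40% in these data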;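 also: 0% = DMSO wells and 100% = unlabeled Bim-BH3 peptide control; higher means more loss of mP so more displacement of Bim peptide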
Bcl-xL primary – inhibitors of human Bcl-xL | Q07817 | GST-Bcl-xL / FITC-Bim BH3 peptide fluorescence polarization | inhibition, % at 10.9 µM | actives 0.7% (n = 320,000) | AID 2129;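 active = inhibition above the mean of all tested compounds plus 3 SD, cutoff set per campaign, cut at about 30% in these data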;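 also: 0% = DMSO wells and 100% = unlabeled Bim-BH3 peptide competitor; inhibitors lower millipolarization by displacing the labeled peptide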
Target sequence (Q07817 whole entry, looked up): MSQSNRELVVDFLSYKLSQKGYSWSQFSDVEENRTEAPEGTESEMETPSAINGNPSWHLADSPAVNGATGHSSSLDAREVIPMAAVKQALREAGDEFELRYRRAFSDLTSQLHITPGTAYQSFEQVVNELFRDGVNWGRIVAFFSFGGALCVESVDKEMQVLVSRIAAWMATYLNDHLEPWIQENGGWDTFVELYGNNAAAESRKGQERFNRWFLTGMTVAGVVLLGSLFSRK
CIT2 TOR yeast – alters CIT2-GFP fluorescence in TOR pathway yeast screen; GFP response vs DMSO, % at 10 µM; S. cerevisiae CIT2-GFP strain, flow cytometry, 3 h; 100 means same as DMSO wells; actives 0.065% (n = 320,000);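 active = GFP response relative to DMSO above a set limit, near the screen mean plus 3 SD, cut at about 150% in these data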;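 also: ratio of well median GFP fluorescence to mean of DMSO wells on the plate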
MEX-5 binding – C. elegans MEX-5 TCR-2 RNA binding activity; activity score (negative = inhibition of binding), % at 10 µM; Q9XUB2; AID 1832; actives 0.38% (n = 300,000); MEX-5/FITC-TCR2 RNA binding, fluorescence polarization; active compounds read low;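 active = inhibition past about -25% in most replicates, and total fluorescence under double the plate's negative control median, limit read from the data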;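 also: 0% = DMSO and -100% = 5 µM competing unlabeled TCR2 RNA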
Target sequence (Q9XUB2 whole entry, looked up): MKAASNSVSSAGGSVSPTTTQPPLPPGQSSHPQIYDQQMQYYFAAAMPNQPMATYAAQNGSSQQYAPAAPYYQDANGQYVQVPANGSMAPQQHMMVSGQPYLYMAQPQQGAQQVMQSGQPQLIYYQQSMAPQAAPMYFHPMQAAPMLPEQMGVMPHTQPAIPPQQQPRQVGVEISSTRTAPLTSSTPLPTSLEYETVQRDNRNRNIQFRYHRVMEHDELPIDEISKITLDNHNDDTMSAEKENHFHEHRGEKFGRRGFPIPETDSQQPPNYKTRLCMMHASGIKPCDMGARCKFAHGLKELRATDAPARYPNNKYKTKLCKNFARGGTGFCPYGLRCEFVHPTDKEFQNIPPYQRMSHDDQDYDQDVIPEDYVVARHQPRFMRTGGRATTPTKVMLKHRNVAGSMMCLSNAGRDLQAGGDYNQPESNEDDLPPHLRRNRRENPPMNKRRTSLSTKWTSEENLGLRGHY
AGP1-GFP MLPCN – yeast TOR pathway AGP1-GFP modulation; S. cerevisiae AGP1-GFP multiplex flow cytometry, 3 h; GFP as percent of DMSO wells; AID 2066; GFP response vs DMSO, % at 10 µM; actives 0.02% (n = 320,000);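 active = GFP response relative to DMSO above a set limit, near screen average plus 3 SD, cut at about 150% in these data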;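 also: median GFP channel fluorescence of the gated AGP1 strain per well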
GRK2 aptamer HTS – blocks RNA aptamer binding to human GRK2; bead flow cytometry, FAM-aptamer displacement from GRK2; inhibition of aptamer binding, % at 10 µM; AID 488847; P25098; actives 0.59% (n = 330,000);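 active = inhibition of aptamer binding above 40%, roughly 3 SD of noise, on plates passing a quality check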;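 also: median bead fluorescence of bound FAM aptamer so fluorescent compounds give negative values; no value below 0 was filed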
Active calls of the source: *; x = no result given. Outcome played no part in choosing rows, and some 2.2% of all compounds hit somewhere here.

nr	molecule	VLA-4 inh	Fam108B counter	GLD-1 RNA inh	MCL1-BIM inh	Bcl-xL primary
1	S=C(NCCCN1CCOCC1)Nc1cccc(Cl)c1	5	2	3	5	2
2	O=C1NC(=Nc2cccnc2)S/C1=C/c1ccc(F)cc1	17	1	5	-1	2
3	O=C(CSCc1ccccn1)Nc1ccccc1	-6	-5	4	-2	4
4	O=C(Nc1ccc2ccccc2c1)c1cccnc1	1	0	-4	11	7
5	CCCCn1c(N)c(N(CC)C(=O)c2ccc(C)cc2)c(=O)[nH]c1=O	6	-4	5	-1	0
6	O=C(C1CCCC1)N1CCN(S(=O)(=O)c2ccc(F)cc2)CC1	-3	-1	0	-4	-4
7	Cc1cc(C)c(COc2ccc(/C=N/n3c(C)n[nH]c3=S)cc2)c(C)c1	4	0	3	-13	-11
8	COc1ccc(C(=O)Nc2ccc(Cl)cc2F)cc1S(=O)(=O)N1CCCC1	-5	x	1	5	0
9	Cc1[nH]n(-c2cccc3ccccc23)c(=O)c1/C=N/c1sc2c(c1C#N)CCC2	1	6	1	8	6
10	CC(C)CN(C(=O)CN1C(=O)C2CCCCC2C1=O)c1c(N)n(Cc2ccccc2)c(=O)[nH]c1=O (stereo unspecified)	5	-1	5	-12	-1

nr	CIT2 TOR yeast	MEX-5 binding	AGP1-GFP MLPCN	GRK2 aptamer HTS
1	102	-0.2	103	0
2	98	-0.8	100	0
3	108	-2.0	110	3
4	85	-2.0	86	0
5	100	-1.2	96	0
6	104	0.3	96	0
7	89	-1.8	89	1
8	98	x	98	0
9	99	-1.3	102	4
10	102	1.0	99	0

An excerpt of these results, with values under each structure.
Sequence of screens – VLA-4 inh	Fam108B counter	GLD-1 RNA inh	MCL1-BIM inh	Bcl-xL primary	CIT2 TOR yeast	MEX-5 binding	AGP1-GFP MLPCN	GRK2 aptamer HTS
[8] COc1ccc(C(=O)Nc2ccc(Cl)cc2F)cc1S(=O)(=O)N1CCCC1
 : -5	x	1	5	0	98	x	98	0
[7] Cc1cc(C)c(COc2ccc(/C=N/n3c(C)n[nH]c3=S)cc2)c(C)c1
 : 4	0	3	-13	-11	89	-1.8	89	1
[1] S=C(NCCCN1CCOCC1)Nc1cccc(Cl)c1
 : 5	2	3	5	2	102	-0.2	103	0
[9] Cc1[nH]n(-c2cccc3ccccc23)c(=O)c1/C=N/c1sc2c(c1C#N)CCC2
 : 1	6	1	8	6	99	-1.3	102	4
[10] CC(C)CN(C(=O)CN1C(=O)C2CCCCC2C1=O)c1c(N)n(Cc2ccccc2)c(=O)[nH]c1=O (stereo unspecified)
 : 5	-1	5	-12	-1	102	1.0	99	0
[5] CCCCn1c(N)c(N(CC)C(=O)c2ccc(C)cc2)c(=O)[nH]c1=O
 : 6	-4	5	-1	0	100	-1.2	96	0

Remaining list, next part.
nr	molecule	VLA-4 inh	Fam108B counter	GLD-1 RNA inh	MCL1-BIM inh	Bcl-xL primary
11	COc1ccc(N=Cc2nc(-c3ccccc3)oc2OC(=O)c2ccccc2)cc1	13	-2	1	-2	0
12	COc1ccc(-c2cc(C(=O)NCC3CCCO3)on2)cc1OC (stereo unspecified)	15	-2	7	1	34*
13	CC(=O)Nc1cccc(NS(=O)(=O)c2cc3c4c(c2)CCN4C(=O)CC3)c1	14	6	1	5	0
14	COc1ccc2cnnc(SCC(=O)Nc3ccc(C(C)=O)cc3)c2c1OC	-12	-1	4	-1	6
15	CCCc1cc(=O)oc2cc(OCC(=O)N3C[C@H]4C[C@@H](C3)c3cccc(=O)n3C4)c(Cl)cc12	36	2	1	8	1
16	COC(=O)c1cc(OC)c(OC)cc1NC(=O)C(C)Sc1ccc(C)cc1 (stereo unspecified)	-5	1	2	0	4
17	Nc1nnc(CSCc2cccc(Br)c2)s1	23	2	-2	6	-3
18	CCCCN(CCCC)CCCNC(=O)CN1C(=O)COc2ccc(S(=O)(=O)N3CCC(C)CC3)cc21	13	6	-2	7	5
19	O=C(NNC(=S)NC(=O)C12CC3CC(CC(C3)C1)C2)c1ccncc1	-6	0	-6	1	1
20	CN(Cc1ccco1)c1ncnc2ccc(-c3ccoc3)cc12	-14	x	-4	7	3

nr	CIT2 TOR yeast	MEX-5 binding	AGP1-GFP MLPCN	GRK2 aptamer HTS
11	100	-1.5	88	2
12	99	0.0	95	0
13	113	1.7	114	3
14	102	-2.6	99	0
15	103	0.3	103	0
16	89	2.4	91	5
17	91	-0.3	99	1
18	90	-1.8	99	0
19	x	4.5	94	0
20	103	x	99	1

Laid out differently: entries from further up.
| nr | Compound | VLA-4 inh | Fam108B counter | GLD-1 RNA inh | MCL1-BIM inh | Bcl-xL primary | CIT2 TOR yeast | MEX-5 binding | AGP1-GFP MLPCN | GRK2 aptamer HTS |
| --- | --- | --- | --- | --- | --- | --- | --- | --- | --- | --- |
| 16 | COC(=O)c1cc(OC)c(OC)cc1NC(=O)C(C)Sc1ccc(C)cc1 (stereo unspecified) | -5 | 1 | 2 | 0 | 4 | 89 | 2.4 | 91 | 5 |
| 12 | COc1ccc(-c2cc(C(=O)NCC3CCCO3)on2)cc1OC (stereo unspecified) | 15 | -2 | 7 | 1 | 34* | 99 | 0.0 | 95 | 0 |
| 11 | COc1ccc(N=Cc2nc(-c3ccccc3)oc2OC(=O)c2ccccc2)cc1 | 13 | -2 | 1 | -2 | 0 | 100 | -1.5 | 88 | 2 |

Next results follow:
nr	molecule	VLA-4 inh	Fam108B counter	GLD-1 RNA inh	MCL1-BIM inh	Bcl-xL primary
21	COc1ccc(OC)c(N2C(=O)CC(C(C)c3ccccc3)C2=O)c1 (stereo unspecified)	-4	0	1	-5	0
22	CC(C)(C)NC(=O)c1cc([N+](=O)[O-])ccc1N1CCCCC1	-234	5	2	2	0
23	O=C(COc1ccccc1C(=O)Nc1ccccc1)NCCc1ccccc1	7	-2	-2	3	8
24	CCN(CC)C(=O)CSc1ncnc2c1nnn2-c1ccc(OC)cc1	-1	-1	1	11	7
25	COc1ccc(OC)c(S(=O)(=O)N(C)CC(=O)N2CCCCC2)c1	2	-1	-2	-1	1
26	Cc1ccccc1N(CC(=O)NCC1CCCO1)C(=O)C1(C)CC(=O)N=C2C=CC=CN21 (stereo unspecified)	16	-1	2	2	-2
27	CCOC(=O)c1ccc(NC(=O)C(C)N2C(=O)c3ccccc3C2=O)cc1 (stereo unspecified)	-6	-6	5	-1	0
28	CCCCOc1ccc(/C=N/NC(=O)C2CCCNC2=O)cc1 (stereo unspecified)	14	3	9	7	0

nr	CIT2 TOR yeast	MEX-5 binding	AGP1-GFP MLPCN	GRK2 aptamer HTS
21	93	-0.6	97	1
22	85	3.1	98	0
23	93	-2.5	99	2
24	114	1.1	64	0
25	103	1.3	107	0
26	103	-2.0	102	0
27	103	-0.8	104	0
28	84	-1.3	95	3

In another format: two of the compounds above
No.	compound	VLA-4 inh	Fam108B counter	GLD-1 RNA inh	MCL1-BIM inh	Bcl-xL primary	CIT2 TOR yeast	MEX-5 binding	AGP1-GFP MLPCN	GRK2 aptamer HTS
14	COc1ccc2cnnc(SCC(=O)Nc3ccc(C(C)=O)cc3)c2c1OC	-12	-1	4	-1	6	102	-2.6	99	0
25	COc1ccc(OC)c(S(=O)(=O)N(C)CC(=O)N2CCCCC2)c1	2	-1	-2	-1	1	103	1.3	107	0

Source: PubChem BioAssay (several laboratories)
